RNase H inhibition – RNase H inhibition, HIV 1 Gag Pol polyprotein, FRET biochemical assay, screening (AID 372) | hit rate 0.77% among 100,000 | inhibition, % at 10 µM, or IC50 in µM where a hit was titrated | HIV-1 RT RNase H, FRET RNA/DNA substrate fluorescence; higher % means a stronger effect; in the data active = inhibition above about 50%
* marks the source's active call; other numbers are inactive results.

How did COc1ccc(/C(C)=N/NC(=O)c2cc(C)[nH]n2)cc1[N+](=O)[O-] do in these assays?
RNase H inhibition: 4%

How did CCOc1ccc(NC(=O)c2ccc3nc4c5ccccc5c5ccccc5c4nc3c2)cc1 do in these assays?
RNase H inhibition: 8%

Results for COc1ccccc1N1CCN(C(=O)c2cc3n(n2)C(C(F)(F)F)CC(c2ccc(Cl)c(Cl)c2)N3)CC1 (stereo not drawn) ?
RNase H inhibition: 4%

How did Cc1ccc(NC(=O)c2ccc3ccccc3c2)c(Br)c1 do in these assays?
RNase H inhibition: 9%

How did O=C(O)COc1ccc(NC(=O)c2ccc(Cl)cc2Cl)cc1 do in these assays?
RNase H inhibition: 31%

Results for COc1cc(C2Nc3ccc4ccccc4c3C3=C2C(=O)CC(C)(C)C3)cc(Cl)c1OC (stereo not drawn) ?
RNase H inhibition: 8%

Results for O=C(c1ccc(F)cc1)c1ccc(-c2[nH]c(-c3cccc(Cl)c3)nc2-c2ccccc2)cc1 ?
RNase H inhibition: 12%

How did Cc1ccc(C(=O)c2cccc(NC(=O)C(C)(C)C)c2)cc1C do in these assays?
RNase H inhibition: 7%

What do the screens show for `CCOC(=O)C1=C(C)N=c2s/c(=C\c3cccc4ccccc34)c(=O)n2C1c1ccccc1OC` (stereo not drawn)?
RNase H inhibition: 14%

How did Cc1cccc2c1[nH]c1nc(NN)nnc12 do in these assays?
RNase H inhibition: 13%

The final two compounds of the part before are carried over, then new ones follow.
What do the screens show for `CCOC(=O)C1=C(C)N=c2s/c(=C\c3cccc4ccccc34)c(=O)n2C1c1ccccc1OC` (stereo not drawn)?
RNase H inhibition: 14%

How did Cc1cccc2c1[nH]c1nc(NN)nnc12 do in these assays?
RNase H inhibition: 13%

How did CC(=O)CCc1c(C)[nH]c2c(Cl)cccc2c1=S do in these assays?
RNase H inhibition: 4%

What do the screens show for `CCN(CC)C(=S)Nc1c(C)n(C)n(-c2ccccc2)c1=O`?
RNase H inhibition: 2%

How did COC(=O)c1cccc(-n2c(C)cc(/C=C(\C#N)C(=O)Nc3ccccc3)c2C)c1 do in these assays?
RNase H inhibition: 13%

What do the screens show for `O=S(=O)(c1ccc2ccccc2c1)N(CC(O)CN1CCOCC1)c1ccccc1` (stereo not drawn)?
RNase H inhibition: 15%

How did CCc1ccc2[nH]c(O)c(N=NC(=O)COC)c2c1 do in these assays?
RNase H inhibition: 0%

What do the screens show for `CCn1c2ccccc2c2cc(/C=C/C(=O)c3ccc(Br)cc3)ccc21`?
RNase H inhibition: 3%

What do the screens show for `Cc1cc(C(=O)Oc2ccc(OCc3ccccc3)cc2)ccc1[N+](=O)[O-]`?
RNase H inhibition: 15%

How did Nc1c(Cl)cc(N2C(=O)C3C4c5ccccc5C(c5ccccc54)C3C2=O)cc1Cl (stereo not drawn) do in these assays?
RNase H inhibition: 13%

What do the screens show for `N#CCCCn1c(O)c(N=NC(=O)c2sc3ccccc3c2Cl)c2ccccc21`?
RNase H inhibition: 21%

Results for COc1ccc(OC)c(CNc2cccc(C)c2)c1 ?
RNase H inhibition: 11%

Results for Clc1ccc(/C=C/C=Nc2ccc3oc(-c4ccccc4Br)nc3c2)cc1 ?
RNase H inhibition: 8%

How did Cc1cc(/C=N/NC(N)=O)c(C)n1-c1ccc(Br)cc1 do in these assays?
RNase H inhibition: 15%

How did Cc1ccc(/C=C2/SC(=S)N(CC(=O)Nc3ncc(Cc4ccc(C)cc4)s3)C2=O)cc1 do in these assays?
RNase H inhibition: 8%

Results for COCCNC(=O)CN(c1c(C)cccc1C)S(C)(=O)=O ?
RNase H inhibition: 13%

What do the screens show for `Cc1ccc2nc(NCc3ccccc3)nc(-c3ccccc3)c2c1`?
RNase H inhibition: 16%

Results for COc1cccc(/C=C2/C(=O)NN(c3ccc(I)cc3)C2=O)c1 ?
RNase H inhibition: 9%

How did COc1ccc(C(=O)/C=C/Nc2ccc(Cl)c([N+](=O)[O-])c2)cc1 do in these assays?
RNase H inhibition: 6%

Results for COc1ccc(S(=O)(=O)N2CCN(C(=O)c3cccc(OC)c3)CC2)cc1 ?
RNase H inhibition: 1%

Results for CC(C)CC(=O)Nc1ccc(Cl)c([N+](=O)[O-])c1 ?
RNase H inhibition: 7%

How did CCOc1cccc(OCCCOc2ccc(C=O)cc2)c1 do in these assays?
RNase H inhibition: 45%

Results for CCOC(=O)Cc1nnc2c(Nc3cccc(Br)c3)nc3nonc3n12 ?
RNase H inhibition: 12%

Results for O=C(Nc1nc2ccccc2n1CCN1CCCC1)c1ccc(Cl)cc1 ?
RNase H inhibition: 3%

Results for O=C(Oc1cccc(/C=N/NC(=O)c2ccccn2)c1)c1cccc(F)c1 ?
RNase H inhibition: 5%

How did CCOc1ccc(NC(=S)NC(=O)c2cccc(F)c2)cc1 do in these assays?
RNase H inhibition: 16%

How did COc1ccc(/C=N/NC(=O)c2cccc(Br)c2)cc1COc1ccc([N+](=O)[O-])cc1 do in these assays?
RNase H inhibition: 20%

What do the screens show for `COc1c(O)ccc(/C=N\NC(=O)C2COc3cc4ccccc4cc3O2)c1[N+](=O)[O-]` (stereo not drawn)?
RNase H inhibition: 3%

Results for CCOc1ccc(C(=O)Nc2ccc(NC(=O)c3cccc(Cl)c3)cc2)cc1 ?
RNase H inhibition: 11%

How did CCn1c2ccccc2c2cc(CN3CCN(Cc4ccc(Br)cc4)CC3)ccc21 do in these assays?
RNase H inhibition: 11%

Results for COc1ccc(NC(=O)C(=O)/C=C(\O)c2ccc(Cl)cc2)cc1 ?
RNase H inhibition: 2%

What do the screens show for `O=C(NC(=S)Nc1ccc(F)cc1)c1ccccc1I`?
RNase H inhibition: 9%

Part of the list above in order of count of non-hydrogen atoms, descending.
How did Cc1ccc(/C=C2/SC(=S)N(CC(=O)Nc3ncc(Cc4ccc(C)cc4)s3)C2=O)cc1 do in these assays?
RNase H inhibition: 8%

How did COc1ccc(/C=N/NC(=O)c2cccc(Br)c2)cc1COc1ccc([N+](=O)[O-])cc1 do in these assays?
RNase H inhibition: 20%

How did CCn1c2ccccc2c2cc(CN3CCN(Cc4ccc(Br)cc4)CC3)ccc21 do in these assays?
RNase H inhibition: 11%

Results for CCOc1ccc(C(=O)Nc2ccc(NC(=O)c3cccc(Cl)c3)cc2)cc1 ?
RNase H inhibition: 11%

Results for Clc1ccc(/C=C/C=Nc2ccc3oc(-c4ccccc4Br)nc3c2)cc1 ?
RNase H inhibition: 8%

Results for O=C(Nc1nc2ccccc2n1CCN1CCCC1)c1ccc(Cl)cc1 ?
RNase H inhibition: 3%

What do the screens show for `Cc1ccc2nc(NCc3ccccc3)nc(-c3ccccc3)c2c1`?
RNase H inhibition: 16%

Results for COc1ccc(NC(=O)C(=O)/C=C(\O)c2ccc(Cl)cc2)cc1 ?
RNase H inhibition: 2%

How did CCOc1cccc(OCCCOc2ccc(C=O)cc2)c1 do in these assays?
RNase H inhibition: 45%

Results for COCCNC(=O)CN(c1c(C)cccc1C)S(C)(=O)=O ?
RNase H inhibition: 13%

How did Cc1cc(/C=N/NC(N)=O)c(C)n1-c1ccc(Br)cc1 do in these assays?
RNase H inhibition: 15%

Results for CC(C)CC(=O)Nc1ccc(Cl)c([N+](=O)[O-])c1 ?
RNase H inhibition: 7%

The main list resumes with the 2 entries that preceded the break.
Results for COc1ccc(NC(=O)C(=O)/C=C(\O)c2ccc(Cl)cc2)cc1 ?
RNase H inhibition: 2%

What do the screens show for `O=C(NC(=S)Nc1ccc(F)cc1)c1ccccc1I`?
RNase H inhibition: 9%

Results for Cc1ccc(OCC(=O)NCCCN(C)C)cc1 ?
RNase H inhibition: 1%

Results for CCCOC(=O)c1c(NC(=O)c2cnccn2)sc2c1CCC(C)C2 (stereo not drawn) ?
RNase H inhibition: 4%

Results for Cc1cc(O)c(C=Nc2cc(C(C)(C)C)ccc2O)c(C)c1Cl ?
RNase H inhibition: 18%

What do the screens show for `O=C(C[n+]1ccc(C(=O)N/N=C/c2ccc(Br)cc2)cc1)c1ccccc1`?
RNase H inhibition: 11%

What do the screens show for `O=C(c1ccc(F)cc1)N1CCC(Cc2ccccc2)CC1`?
RNase H inhibition: 2%

How did Cc1ccc(CN2CCN(Cc3ccc4c(c3)OCO4)CC2)c(C)c1 do in these assays?
RNase H inhibition: 4%

How did O=C(O)c1cc2nc(-c3cccs3)cc(C(F)(F)F)n2n1 do in these assays?
RNase H inhibition: 16%

How did N#CC(C#N)=NNc1ccc(O)c(C(=O)O)c1 do in these assays?
RNase H inhibition: 13%

How did C#CCOc1c(I)cc(/C=N/Nc2nc3nonc3nc2Nc2ccc(I)cc2)cc1OC do in these assays?
RNase H inhibition: 24%

Results for COc1ccc(C(=O)NC(=S)Nc2ccc3oc(-c4ccc(Cl)c(Cl)c4)nc3c2)cc1 ?
RNase H inhibition: 22%

What do the screens show for `CC(=O)C/C(C)=N/Nc1nc(C)cc(C)n1`?
RNase H inhibition: 7%

Results for CCN(Cc1ccccc1)S(=O)(=O)c1ccc(Cl)cc1 ?
RNase H inhibition: 16%

What do the screens show for `COc1ccc(OC)c(-n2c(O)c(C=Nc3ccccc3C)c(=O)[nH]c2=O)c1`?
RNase H inhibition: 10%

What do the screens show for `CCOC(=O)C1=C(C)NC(C)=C(C(=O)OCC)C1c1cc(-c2ccc(Cl)cc2)nn1-c1ccccc1`?
RNase H inhibition: 16%

What do the screens show for `O=C(Nc1nc(-c2ccc(Cl)cc2)cs1)c1ccc(S(=O)(=O)N2CCCCC2)cc1`?
RNase H inhibition: 20%

How did [O-]/[N+](=C\c1ccco1)c1ccc(Cl)cc1 do in these assays?
RNase H inhibition: 6%

How did Cc1ccc(/C=N/NC(=O)c2ccc(O)c(O)c2)o1 do in these assays?
RNase H inhibition: 41%

Results for O=C(NC(OCc1ccccc1)C(Cl)(Cl)Cl)c1cccc([N+](=O)[O-])c1 (stereo not drawn) ?
RNase H inhibition: 0%

What do the screens show for `CN(CCC#N)S(=O)(=O)c1cccc2nsnc12`?
RNase H inhibition: 8%

How did COc1ccc(C(=O)c2ccc(OC)c(N)c2)cc1N do in these assays?
RNase H inhibition: 0%

What do the screens show for `CCC(C)OC(=O)C1=C(C)NC2=C(C(=O)CC(c3ccccc3)C2)C1c1ccccc1Br` (stereo not drawn)?
RNase H inhibition: 9%

Results for COc1ccc(OC)c(/C=N\NC(=O)c2cnccn2)c1 ?
RNase H inhibition: 12%

What do the screens show for `COc1ccc(C2Nc3ccccc3C(=O)N2c2ccc(Cl)cc2)cc1OC` (stereo not drawn)?
RNase H inhibition: 4%

Results for COc1c(Cl)cc(C(=O)Nc2cccc(-c3nc4ccc(C)cc4o3)c2)cc1Cl ?
RNase H inhibition: 15%

Results for C=CCn1cc(/C=c2\sc3n(c2=O)C(c2ccccc2)C(C(=O)OCC)=C(C)N=3)c2ccccc21 (stereo not drawn) ?
RNase H inhibition: 12%

Results for Cc1c(Cl)cccc1NC(=O)c1cc2cc([N+](=O)[O-])ccc2oc1=O ?
RNase H inhibition: 4%

Results for CCOC(=O)c1cccc(NC(=S)NC(=O)c2ccccc2)c1 ?
RNase H inhibition: 3%

What do the screens show for `COc1cc2sc(C)nc2cc1C`?
RNase H inhibition: 5%

What do the screens show for `Cc1ccccc1N1C(=O)CSC1c1ccc([N+](=O)[O-])cc1` (stereo not drawn)?
RNase H inhibition: 9%

Results for CCCOc1ccc(/C=C2/C(=O)NC(=O)N(c3ccccc3F)C2=O)cc1 ?
RNase H inhibition: 7%

Results for COc1cc(CN2CCN(C(=O)c3cccc(Cl)c3)CC2)cc(OC)c1OC ?
RNase H inhibition: 0%

What do the screens show for `O=C1NC(=O)N(c2ccccc2)C(=O)/C1=C\c1cccn1-c1cccc([N+](=O)[O-])c1`?
RNase H inhibition: 17%

Results for COc1ccccc1/C=C1\SC(=S)N(c2ccc(Br)cc2)C1=O ?
RNase H inhibition: 14%

How did Cc1cc2ncn(CC(O)COc3c(C)cccc3C)c2cc1C (stereo not drawn) do in these assays?
RNase H inhibition: 5%

How did Cc1ccc(S(=O)(=O)N2CCN(CCCc3ccccc3)CC2)cc1 do in these assays?
RNase H inhibition: 14%

How did CCCCc1cc(=O)oc2c(C)c(OCC(=O)c3ccc(OC)cc3)ccc12 do in these assays?
RNase H inhibition: 0%

How did O=C(N/N=C/c1cc(Br)cc(Br)c1O)c1cccc(N2CCCC2=O)c1 do in these assays?
RNase H inhibition: 0%

How did CC1=C(C(=O)OC2CCCCC2)C(c2ccc(Cl)cc2)NC(=O)N1 (stereo not drawn) do in these assays?
RNase H inhibition: 1%

What do the screens show for `O=C1NC(=Nc2ccc(O)cc2)S/C1=C\c1ccc(F)cc1`?
RNase H inhibition: 5%

How did COc1cc(OC)c(OC)cc1CN1CCN(C2CCCCC2OC)CC1 (stereo not drawn) do in these assays?
RNase H inhibition: 2%

How did C=CCSc1nnc2c(n1)OC(c1cc(Br)c(O)c(OC)c1)Nc1ccccc1-2 (stereo not drawn) do in these assays?
RNase H inhibition: 5%

What do the screens show for `C#CCn1cc(C=C2C(=O)N(C)C(=S)N(C)C2=O)c2ccccc21`?
RNase H inhibition: 32%

Results for COc1ccc(C2SCC(=O)N2Cc2ccco2)c(OC)c1 (stereo not drawn) ?
RNase H inhibition: 12%

Results for O=C(Nc1cccc(NC(=O)c2ccc(Cl)cc2Cl)c1)c1ccc(-c2ccc([N+](=O)[O-])cc2)o1 ?
RNase H inhibition: 0%

Results for CCOC(=O)c1c(C)n(OCc2ccccc2)c2ccc3nonc3c12 ?
RNase H inhibition: 2%

Results for CCOC(=O)COc1ccc2c(=O)c(Oc3ccccc3Br)coc2c1 ?
RNase H inhibition: 15%

What do the screens show for `COc1ccc(C2C(C#N)=C(N)Oc3c2c(C)nn3-c2ccccc2)cc1OC` (stereo not drawn)?
RNase H inhibition: 0%

Results for COCCNC(=O)c1nn2c(C(F)(F)F)cc(-c3ccc(Br)cc3)nc2c1Cl ?
RNase H inhibition: 10%

What do the screens show for `O=C1OC(c2ccccc2)=N/C1=C\c1cccs1`?
RNase H inhibition: 6%

How did COC(=O)c1ccccc1-c1ccc(/C=C2/C(=O)N(c3ccccc3)N=C2C)o1 do in these assays?
RNase H inhibition: 23%

How did CCOc1nc(NC2CCCCC2)nc(OCC)n1 do in these assays?
RNase H inhibition: 0%

How did O=c1c2ccccc2nc(SCc2ccc(Br)cc2)n1-c1ccccc1 do in these assays?
RNase H inhibition: 2%

Screening data deposited in PubChem BioAssay by MTDP.

Some of the compounds tested; count on the stated rates, not on these rows.
